Screening results: PubChem BioAssay, National Center for Advancing Translational Sciences (NCATS)
FEN1 inh = qHTS Assay for the Inhibitors of Human Flap endonuclease 1 (FEN1) | Recombinant FEN1 flap cleavage, fluorescence, 15 min | P39748 | actives 0.35% (n = 390,000) | Potency, µM (highest dose often 114 µM), for the others: top-dose activity change, negative = inhibition, usual class: inhibitors; further: nearly all actives have a fitted effect of over 65% in size
Target sequence (P39748 whole entry, looked up): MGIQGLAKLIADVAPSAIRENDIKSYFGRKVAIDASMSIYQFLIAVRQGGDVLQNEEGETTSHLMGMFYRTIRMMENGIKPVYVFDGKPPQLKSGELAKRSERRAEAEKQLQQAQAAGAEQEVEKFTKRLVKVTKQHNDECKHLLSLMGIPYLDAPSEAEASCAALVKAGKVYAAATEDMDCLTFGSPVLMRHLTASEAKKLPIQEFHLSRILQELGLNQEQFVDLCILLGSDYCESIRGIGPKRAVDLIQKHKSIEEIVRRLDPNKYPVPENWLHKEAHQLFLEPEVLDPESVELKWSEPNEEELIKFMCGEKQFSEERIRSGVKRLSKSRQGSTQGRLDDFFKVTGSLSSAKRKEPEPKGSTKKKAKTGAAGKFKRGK
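FEN1 at 10 nM preincubated with compounds 15 min at room temperature, then flap DNA substrate added at 50 nM final. Signal read at 0 and 15 min; concentration-response fitted with four-parameter Hill equation.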
DT40 TDP1 CPT = qHTS for Inhibitors of human tyrosyl-DNA phosphodiesterase 1 (TDP1): qHTS in cells in presence of CPT. chicken DT40 Tdp1-/-;hTDP1 cells + 20 nM CPT, ATP luminescence, 48 h. Potency, µM (titrated, usually from 46.2 µM), inactives show at the highest dose activity change, negative = growth inhibition, usual class: inhibitors. actives 12% (n = 420,000). AID 686979, 2013; further: nearly all actives have a fitted effect of over 55% in size
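Cell growth measured by CellTiter-Glo luminescence after a minimum 48 h, 37 C compound exposure with 20 nM CPT in Tdp1-knockout DT40 cells stably expressing hTDP1, seeded 400/well; qHTS titration format.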
N370S GC = qHTS Assay for Inhibitors and Activators of N370S glucocerebrosidase as a Potential Chaperone Treatment of Gaucher Disease; Lysosomal acid glucosylceramidase (Homo sapiens), P04062; N370S GC spleen homogenate, 4MU-glucoside fluorescence; Potency, µM (series often up to 59.4 µM), for inactives: at the top dose activity change, negative = inhibition, usual class: inhibitors; actives 0.092% (n = 330,000);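 further: 0% = full enzyme activity and -100% = no enzyme basal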
Numbers without * were called inactive; ? = inconclusive; nt = not tested or not shown; & = joins results of further samples; [ ] = another dose, or the depositor's remark. The call rests on the fitted dose curve; in most records, active means well fitted curve in the direction sought with a large enough effect; inconclusive means small, poorly fitted or top-dose-only effect, or another doubt; inactive means no such curve, though single readings can be large; an effect the other way counts as inactive or inconclusive. Unless noted, on the % scale 0 is the no-effect control and ±100 the full control effect; potency means the concentration at half of the fitted maximal effect. These rows are one share of the data, so the mix of outcomes need not match the whole.

molecule	DT40 TDP1 CPT	N370S GC	FEN1 inh
COC(=O)C1=C(CCc2ccccc2)NC(=O)NC1c1ccc([N+](=O)[O-])cc1 (stereo unspecified)	?	nt	6%
COc1ccc(Cl)cc1NC(=O)CN(C)C(=O)c1n[nH]c2ccccc12	2%	2%	-8%
O=C1C2C(c3ccccc3)CC=CC2C(c2ccoc2)N1Cc1ccccc1 (stereo unspecified)	nt	1%	-7%
Brc1cccc(-c2nc3cccnc3nc2-c2cccc(Br)c2)c1	?	-6%	-5%
Cc1ccc(N2CCN(c3ccc(NCc4nc5ccccc5n4C)cc3)CC2)cc1	?	-2%	-2%
COc1ccc(CN2CCN(Cc3ccccc3F)CC2)cc1OC	-12%	1%	-8%
CCN(CC)C(=O)c1[nH]cnc1C(=O)Nc1ccon1	4%	nt	-4%
O=C(O)C(O)c1ccccc1 (stereo unspecified)	-5%&-1%	-8%&-4%&-9%&5%	-10%&-5%
COc1cc(/C=C2\C(=O)NN(c3ccccc3)C2=O)cc([N+](=O)[O-])c1O	-2%	4%	?
Cc1nn(-c2cc(Cl)ccc2Cl)c(C)c1C(=O)O	7%	-2%	4%
Cc1cc(C)cc(NC(=S)NCc2ccc(F)cc2)c1	?	-9%	-2%
Cc1ccc(-n2cc(CN3CCN(Cc4nccn4C)CC3)c(-c3cccc(C)c3)n2)cc1	?	-8%	4%
CCN(CC(=O)NC(=O)NCc1ccccc1)Cc1nc2ccccc2c(=O)[nH]1	6%	?	0%
CCN(C(=O)Cn1cnc2ccccc2c1=O)C1CCS(=O)(=O)C1 (stereo unspecified)	-5%	-14%	6%
COc1ccccc1/C=C/C=N/n1c(-c2ccc(F)cc2)n[nH]c1=S	?	-5%	-5%
Cc1ccc(SCC(=O)OCC(=O)NCCNC(=O)COC(=O)CSc2ccc(C)c(C)c2)cc1C	-5%	-12%	-20%
NC(=O)C1(S(=O)(=O)c2ccccc2)CCCCC1	1%	-2%	9%
CCn1c(SCC(=O)NC(C)C)nnc1-c1cccs1	-8%	7%	-2%
Cc1cc(OCc2cc(C(=O)N(C)CCOc3ccccc3)no2)cc(C)c1Cl	?	-1%	-32%
COc1cccc(CNC(=O)C2=C(C)C(=O)OC23CCN(C(C)=O)CC3)c1OC	1%	nt	0%
CCOc1ccc(N2C(=O)C(Cl)=C(Nc3ccccc3O)C2=O)cc1	21µM*	-3%	-9%
COc1ccc(C[C@H](N)C(=O)N[C@H]2[C@@H](O)[C@H](n3cnc4c(N(C)C)ncnc43)O[C@@H]2CO)cc1	-25%&10%	-8%	-13%
COc1ccc2nc(NC(=O)C3CCN(C(=O)c4ccc(F)cc4)CC3)sc2c1	?	-9%	-10%
O=C(CN1C=NS(=O)(=O)c2ccccc21)Nc1ccc(Br)cc1	2%	nt	13%
COc1cc(NC(=S)N(C)C)c(OC)cc1Cl	-14%	-2%	20%
CC(C)CSc1nc(N2CCOCC2)c2c(c1C#N)CC(C)(C)SC2	?	?	?
CCOC(=O)C1=C(COC(=O)COc2cc(C)ccc2C)NC(=O)NC1C (stereo unspecified)	4%	-8%	1%
COCCCNC(=O)CC(NS(=O)(=O)c1ccc(C)cc1)c1ccco1 (stereo unspecified)	9%	-15%	0%
CCN1CCN(C(=O)C(C)Sc2nc3nc(C)cc(C)n3n2)CC1 (stereo unspecified)	6%	nt	12%
O=C(/C=C\Nc1ccc(Cl)cn1)c1ccc(Br)cc1	-6%	-1%	-6%
COCCOC(=O)c1c(C)n(S(=O)(=O)c2ccc(C)cc2)c2ccc(NS(=O)(=O)c3ccc(C)cc3)cc12	?	nt	2%
CCOc1ccc(-n2c(C)nc3cc(C(=O)NCC4CCCO4)ccc32)cc1 (stereo unspecified)	-1%	-8%	-1%
Cc1nc2ncnn2c(C)c1CCC(=O)NCc1ccc2c(c1)OCO2	-14%	-1%	-11%
COc1ccc(C(C)=O)cc1CSc1nnnn1-c1ccc(O)cc1	?	14%	?
Cc1ccnc(NS(=O)(=O)c2ccc(NC(=O)c3ccc(N4C(=O)CCC4=O)cc3)cc2)n1	8%	-3%	-2%
Cc1ccc(S(=O)(=O)N(C)C)cc1NC(=O)c1cc(C(C)(C)C)nn1Cc1ccccc1	23µM*	6%	-10%
COc1ccc2[nH]cc(C=O)c2c1	-7%	3%	1%
COCCCNC(=O)c1c[nH]c2ccc(S(=O)(=O)N(C)c3ccccc3C)cc2c1=O	?	-2%	11%
N#Cc1c(C#N)c(-c2ccccc2)n(-c2ccc(C(=O)O)cc2)c1N	10%	1%	-5%
CCn1c(SCC(=O)Nc2c(C)cccc2C)nnc1-c1nonc1NC(C)=O	-7%	nt	0%
CCN1CCN(c2nc3c(S(=O)(=O)c4ccc(C)cc4)nnn3c3ccsc23)CC1	-8%	nt	-1%
CC(=O)N1CCOc2cc(S(=O)(=O)N3CCN(c4ccccc4)CC3)c(Cl)cc21	5%	-7%	-10%
O=C(Nc1cccc(F)c1)C1CCN(C(=O)c2ccco2)CC1	-1%	-8%	-4%
Cc1cc(Cl)ccc1NC(=S)NCC(C)C	?	9%	0%
Cc1ccc(S(=O)(=O)/C(C#N)=C/c2c(N3CCOCC3)nc3c(C)cccn3c2=O)cc1	-6%	18%	2%
Cc1cccc(NC(=O)/C(C#N)=C\c2cccnc2)c1	-1%	-2%	5%
Cc1cc(=O)oc(C)c1C(=O)N1CCCc2ccccc21	-9%	24%	-9%
COc1ccc(C(=O)Oc2ccc(-c3nnco3)cc2)cc1S(=O)(=O)N1CCOCC1	-12%	-11%	4%
COC(=O)c1c(NC(=O)c2ccc(C)o2)sc2c1CCCCC2	?	?	-21%
Cc1noc(C)c1C(=O)Nc1ccc(S(=O)(=O)N2CCC(C)CC2)cc1	?	nt	-10%
COc1ccc(NC(=O)c2c(F)cccc2Cl)cc1S(=O)(=O)N1CCOCC1	1%	nt	4%
COc1ccc(-n2c(SCC(C)=O)nc3sc(C)c(C)c3c2=O)cc1	-16%	-1%	3%
Cc1ccc2oc(=O)c3cc(C(=O)NCc4ccc(Cl)cc4)sc3c2c1	?	nt	-1%
Cc1ccc2c(=O)cc(C(=O)Nc3ccc(S(=O)(=O)N4CCCCC4C)cc3)oc2c1C (stereo unspecified)	-9%	nt	-2%
CCC1(CC)Nc2ccccc2C(=O)N1c1ccc(OC)cc1	-21%	8%	-1%
CCOc1ncnc2c1sc1nc3c(cc12)COC(C)(C)C3	2%	nt	-2%
CCN(C(=O)COc1cc(=O)n(C)c2ccccc12)c1cccc(Cl)c1	?	3%	-10%
Cc1ccc2nc(SCC(=O)NCc3ccc(F)cc3)nc(=O)n2c1	-19%	-13%	4%
O=C(/C=C/c1cccc(F)c1)Nc1ccc(S(=O)(=O)N2CCOCC2)cc1	?	nt	3%
CCN(CC)CCCC(C)Nc1nccc2cccc(Cl)c12 (stereo unspecified)	?	nt	12%

Single records, from the list above. Screens in order: DT40 TDP1 CPT | N370S GC | FEN1 inh
CCN(C(=O)COc1cc(=O)n(C)c2ccccc12)c1cccc(Cl)c1 is listed as ? | 3% | -10%
COc1ccc(NC(=O)c2c(F)cccc2Cl)cc1S(=O)(=O)N1CCOCC1 is listed as 1% | nt | 4%
Cc1cccc(NC(=O)/C(C#N)=C\c2cccnc2)c1 is listed as -1% | -2% | 5%
COC(=O)c1c(NC(=O)c2ccc(C)o2)sc2c1CCCCC2 is listed as ? | ? | -21%

The listing picks up with the 2 entries that preceded the break.
molecule	DT40 TDP1 CPT	N370S GC	FEN1 inh
O=C(/C=C/c1cccc(F)c1)Nc1ccc(S(=O)(=O)N2CCOCC2)cc1	?	nt	3%
CCN(CC)CCCC(C)Nc1nccc2cccc(Cl)c12 (stereo unspecified)	?	nt	12%
Cc1cc(NC(=O)CSc2nc3ccsc3c(=O)n2CCCCC(=O)O)no1	-5%	-1%	-2%
CCOC(=O)n1c(=O)[nH]c2ccc(Br)cc21	0%	-15%	-3%
CCOC(=O)c1ccc(-c2cc(C)no2)[nH]1	?	6%	-5%
CC1Oc2ccccc2OC1C(=O)Nc1ccccn1 (stereo unspecified)	-5%	-1%	2%
COc1cccc(C(=O)N/N=C(\C)c2ccc(NC(=O)Cc3ccccc3)cc2)c1OC	-10%	27%	1%
COc1ccc(C(=O)NCCSCc2ccccc2)cc1OC	-10%	4%	1%
CCCc1ccc(OCc2ccc(C(=O)N/N=C/c3cccnc3)o2)cc1	-22%	-24%	2%
COc1ccccc1-c1noc(CCC(=O)Nc2cc(C(F)(F)F)ccc2Cl)n1	-21%	27%	-5%
CCN(C(=O)COC(=O)/C=C/c1cccc(Cl)c1)c1c(N)n(Cc2ccccc2)c(=O)[nH]c1=O	23µM*	nt	3%
CC(CNC(=O)CCS(=O)(=O)c1ccc2c(c1)NC(=O)CO2)c1ccccc1 (stereo unspecified)	-14%	-17%	-5%
Cc1ccccc1NC(=O)C1CCN(C(=O)c2cnn(-c3ccccc3)c2-n2cccc2)CC1	?	nt	-12%
Cc1ccn2c(NC(=O)C(C)(C)Oc3ccc(Cl)cc3)c(-c3cccs3)nc2c1	?	23%	-17%
CCOC(=O)C1CCCN(C(=O)c2ccc3c(c2)N(Cc2ccccc2)C(=O)c2ccccc2S3(=O)=O)C1 (stereo unspecified)	?	nt	4%
O=C(Cc1cccc2ccccc12)NCC1CCCO1 (stereo unspecified)	-4%	-25%	-12%
CCOC(=O)c1c(NC(=S)N2CCOCC2)sc(C)c1C	-20%	6%	2%

In a second layout: entries from further up.
COCCOC(=O)c1c(C)n(S(=O)(=O)c2ccc(C)cc2)c2ccc(NS(=O)(=O)c3ccc(C)cc3)cc12
  DT40 TDP1 CPT: ?	N370S GC: nt	FEN1 inh: 2%
CCOc1ccc(-n2c(C)nc3cc(C(=O)NCC4CCCO4)ccc32)cc1 (stereo unspecified)
  DT40 TDP1 CPT: -1%	N370S GC: -8%	FEN1 inh: -1%

Following part.
molecule	DT40 TDP1 CPT	N370S GC	FEN1 inh
NC(=O)c1ccc(N=C2C(=O)Nc3ccc([N+](=O)[O-])cc32)cc1	-10%	?	?
COc1ccc(-c2coc3cc(O)cc(O)c3c2=O)cc1OC	-3%	-7%	10%
CCOC(=O)Cc1nn[nH]n1	-10%	2%	1%
COc1ccc(CCn2c(C)nc3c(c(=O)c4ccccc4n3C)c2=O)cc1	?	10%	50µM*
Cn1c(C(=O)NCCN2CCOCC2)cc2c(=O)n(C)c3ccccc3c21	?	1%	-24%
Cc1ccc(S(=O)(=O)N2CCN(c3ccccc3)CC2)c(C)c1	-23%	12%	0%
CCc1nc(N)c(C#N)c(-c2ccco2)c1C	-1%	1%	5%
Cc1cccc(N2CCN(S(=O)(=O)c3ccc4c(c3)CCC(=O)N4)CC2C)c1 (stereo unspecified)	-6%	-9%	-3%
COCCCNc1nc2nonc2nc1N1CCN2CCCC2C1 (stereo unspecified)	-2%	-6%	2%
COc1ccc(-c2nc(CN3CCN(C(=O)c4ccco4)CC3)c(C)o2)c(OC)c1C	?	1%	1%
CCOC(=O)c1cc(C)n(CC2CCC(C(=O)Nc3cccc(C)c3)CC2)c1C (stereo unspecified)	18µM*	nt	-17%
CC1(C)CN2C(=S)N(c3ccccc3)C(c3ccccc3)N2C1 (stereo unspecified)	3%	?	-5%
CCc1cc(=O)oc2cc(OS(C)(=O)=O)ccc12	-1%	nt	-1%
CN(C)CCCN(C(=O)c1ccc(Br)s1)c1nc2ccc(F)cc2s1	?	nt	15%
Cc1ccc(-c2nnc(Nc3cccc(Br)c3)c3ccccc23)cc1S(=O)(=O)N1CCN(C)CC1	13µM*	nt	-26%
COCCCNc1ncnc2onc(-c3ccc(F)cc3)c12	4%	nt	-17%
COc1ccc2cc(C(=O)Nc3ccc(F)cc3)sc(=O)c2c1OC	-20%	5%[12.8 µM]	14%
CCN(CC)C(=O)Cn1cc(C(=O)C(=O)Nc2ccc3c(c2)OCCO3)c2ccccc21	18µM*	-16%	15%
CCN(CC)CCNC(=O)Cn1c(=O)c2cccn2c2ccc(F)cc21	8%	-11%	-10%

Pulled one by one from the list above, two records:
molecule	DT40 TDP1 CPT	N370S GC	FEN1 inh
COc1ccc(CCn2c(C)nc3c(c(=O)c4ccccc4n3C)c2=O)cc1	?	10%	50µM*
Cc1cc(OCc2cc(C(=O)N(C)CCOc3ccccc3)no2)cc(C)c1Cl	?	-1%	-32%
